# OXTR potentiate = potentiators of human oxytocin receptor; CHO-OTR cells, Fluo-8 calcium fluorescence, potentiator mode; 0% = oxytocin EC15, 100% = EC100; activation, % at 3 µM; 320,000 compounds, 0.061% hits; P30559;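 active means activation above that plate's cutoff, the mean activation of tested compounds plus 3 SD, cut at about 6.6% in these data, passing the limit was not always enough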;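 further: 100% uses oxytocin at 75 nM as the full agonist control; some results filed as inactive read as strong as hits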
# Target sequence (P30559 whole entry, looked up): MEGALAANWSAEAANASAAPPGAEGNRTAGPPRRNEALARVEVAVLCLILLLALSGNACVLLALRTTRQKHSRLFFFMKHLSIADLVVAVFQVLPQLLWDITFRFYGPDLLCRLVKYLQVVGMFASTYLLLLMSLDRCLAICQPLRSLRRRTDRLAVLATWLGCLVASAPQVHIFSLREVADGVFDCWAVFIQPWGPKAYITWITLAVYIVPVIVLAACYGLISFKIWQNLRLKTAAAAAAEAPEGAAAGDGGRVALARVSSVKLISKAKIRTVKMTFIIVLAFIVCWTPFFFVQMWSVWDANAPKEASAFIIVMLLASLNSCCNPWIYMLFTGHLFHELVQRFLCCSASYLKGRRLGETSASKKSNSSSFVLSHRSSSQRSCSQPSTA
#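 assay system = CHO-OTR cells, human receptor | schedule = compound 6 min at room temperature before oxytocin, 100 s read | detection = Fluo-8 intracellular calcium fluorescence, ex 470-495, em 515-575 nm | evaluation = normalized max/min fluorescence ratio, % activation | control set = EC15 oxytocin alone as 0%, 75 nM oxytocin (EC100) as 100%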
# M1 ag parental = M1 agonist counterscreen hit in parental CHO-K1 cells; Fluo-8 calcium fluorescence; scaled to maximal ATP response, vehicle zero; activation, % at 3 µM; 360,000 compounds, 0.48% hits; in the data active means activation above about 15%;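 further: untransfected CHO-K1 host cells lacking M1 receptor as counterscreen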
# CHO-K1 Ca antag = counter-screen for M1 antagonists: effect in parental CHO-K1 cells | inhibition, % at 3 µM | 360,000 compounds, 0.6% hits | ATP-induced calcium, Fluo-8 fluorescence | AID 602250;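 active means inhibition above a per-plate cutoff, the plate's mean sample inhibition plus 3 SD, cut at about 24% in these data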;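 further: 0% = DMSO plus EC80 ATP and 100% = DMSO alone without ATP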
# M1 ag = agonists of human M1 muscarinic receptor; P11229; CHO-K1 hM1, Fluo-8 calcium fluorescence, agonist mode; 0% DMSO, 100% acetylcholine EC100; activation, % at 3 µM; 360,000 compounds, 0.33% hits; AID 588814;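 active means activation above the run's mean compound activation plus 3 SD, cut at about 16% in these data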;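 further: peak over basal fluorescence ratio within a 140 s kinetic read after compound addition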
# Target sequence (P11229 whole entry, looked up): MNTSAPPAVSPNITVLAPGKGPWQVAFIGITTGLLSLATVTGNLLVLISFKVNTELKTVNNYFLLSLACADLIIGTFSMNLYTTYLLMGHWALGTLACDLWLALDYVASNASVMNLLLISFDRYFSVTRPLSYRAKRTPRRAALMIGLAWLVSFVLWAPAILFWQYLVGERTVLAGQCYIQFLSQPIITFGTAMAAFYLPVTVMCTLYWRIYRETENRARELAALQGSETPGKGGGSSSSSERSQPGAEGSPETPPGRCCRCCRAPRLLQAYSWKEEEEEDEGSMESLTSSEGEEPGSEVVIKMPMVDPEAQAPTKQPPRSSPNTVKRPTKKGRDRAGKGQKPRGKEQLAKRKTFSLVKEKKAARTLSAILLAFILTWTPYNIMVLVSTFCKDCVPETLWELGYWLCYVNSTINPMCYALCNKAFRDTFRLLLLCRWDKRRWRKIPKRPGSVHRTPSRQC
# CHRM4 agonist = CHRM4 agonism in calcium assay. activation, % at 3 µM. AID 624127. CHO-K1 hM4/Gqi5, Fluo-8 calcium fluorescence; vehicle 0%, full acetylcholine response 100%. P08173. 360,000 compounds, 0.14% hits;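 active means activation above the run mean over all test wells plus 3 SD, cut at about 32% in these data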;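 further: peak over basal fluorescence ratio per well then scaled between controls; 0% = DMSO wells and 100% = acetylcholine at EC100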
# M1 PAM = positive allosteric modulators of human M1 muscarinic receptor. P11229. CHO-K1 hM1, Fluo-8 calcium fluorescence, ACh EC20; 0% = ACh EC20, 100% = maximal ACh. activation, % at 3 µM. 360,000 compounds, 0.088% hits. AID 588819; in the data active means activation above about 19%, passing the limit was not always enough
# CHRM4 antagonist = CHRM4 antagonism in calcium assay; inhibition, % at 3 µM; 360,000 compounds, 0.73% hits; CHO-hM4 cells, ACh EC80, Fluo-8 calcium fluorescence; AID 624125;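 active means inhibition above its plate's cutoff, the mean inhibition of sample wells plus 3 SD, cut at about 27% in these data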;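 further: 0% = acetylcholine EC80 with DMSO and 100% = DMSO without agonist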
# M1 antag = human CHRM1 antagonism; inhibition, % at 3 µM; AID 588852; P11229; 360,000 compounds, 1.3% hits; CHO-K1 hM1, Fluo-8 calcium fluorescence, ACh EC80 antagonist;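 active means percent inhibition above its own plate's cutoff, namely the mean of that plate's compound wells plus 3 SD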;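 further: peak over basal fluorescence ratio during 140 s after agonist addition; 0% = ACh EC80 plus DMSO and 100% = DMSO alone without agonist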
# CHO parental Ca = counter-screen: ATP calcium response change in parental CHO cells; 330,000 compounds, 0.63% hits; parental CHO-K1, ATP-induced calcium, Fluo-8 fluorescence; inhibition, % at 5.6 µM; AID 463079;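 active means inhibition above that plate's mean sample inhibition plus 3 SD, cut at about 26% in these data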;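 further: 0% = ATP-challenged DMSO wells and 100% = DMSO wells without ATP; some compounds past the cut are filed as inactive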
#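 Test system: parental CHO cells; detection: calcium-sensitive Fluo-8 fluorescence; evaluation: percent inhibition of calcium signal; also added: ATP as calcium-mobilizing challenge; repeats: one well per compound; control set: ATP-challenged DMSO wells low, unchallenged DMSO wells high; compound: single nominal dose of 5.6 µM per compound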
# An asterisk follows results filed as active; . = no result given.
SMILES,OXTR potentiate,M1 ag parental,CHO-K1 Ca antag,M1 ag,CHRM4 agonist,M1 PAM,CHRM4 antagonist,M1 antag,CHO parental Ca
CN(C)C(CNS(=O)(=O)c1ccc(Cl)cc1)c1cccnc1 (stereo not given),-6,0.9,-8,-4,6,5,-9,-8,-5
CNC(=O)/C=C1\NC(C)(C)Cc2ccccc21,-2,0.3,-11,-5,-1,2,0,2,-7
Cc1cc2nc(-c3ccc(SCC(=O)N4CCc5ccccc54)nc3)[nH]c2cc1C,-6,0.4,-21,-5,2,0,-3,-2,-5
C=CCC[C@@H](Cc1ccc(F)cc1)C(=O)OC[C@@H](NC(=O)[C@@H](CC=C)CC(=O)N(CCO)Cc1ccccc1)c1ccccc1,-10,0.8,-13,-4,2,-2,5,9,-19
COc1ccc(NC(=O)CN(C)C(=O)Cc2c(C)nc3ccccc3c2C)cc1,-3,0.2,6,-7,4,-2,2,7,-8
COc1cccc(-c2csc(N3CCN(Cc4ccccc4)CC3)n2)c1,-6,0.1,-5,-6,-1,1,-3,6,-21
COc1ccc(NC(=O)c2cc(-c3ccc4c(c3)OCO4)on2)cc1OC,-7,-0.1,14,0,0,15,-6,-13,-10
CCc1nc(Nc2ccccc2)c2oc3ccccc3c2n1,-3,-0.4,-13,-6,-3,-4,-12,-7,-27
CCOc1ccc2nc(NC(=O)c3ccc(C)o3)sc2c1,1,0.6,6,1,5,10,-13,-14,-15
N#CCCN(C(=O)COC(=O)c1cccc(S(=O)(=O)N2CCCC2)c1)c1ccc(F)cc1,-1,1.5,0,-5,2,-3,6,8,-13
Cc1cc(OCC(=O)N2CCN(c3ncccn3)CC2)ccc1Cl,-5,3.9,-6,-1,8,0,2,-2,-11
COC(=O)C(Cc1ccc(OC(=O)c2ccc(Cl)cc2)cc1)N1Cc2ccccc2C1=O (stereo not given),-20,8.8,34*,3,10,-15,28*,21*,53*
CC1(C)ON=C(c2cccc(F)c2)NC1=O,.,1.5,-7,0,1,6,-25,-11,.
CCOC(=O)C1CCN(C(=O)COc2ccc3c(C)cc(=O)oc3c2)CC1,-7,-0.1,4,-3,3,2,-1,0,-16
Nn1c(SCc2ccccc2F)nnc1-c1ccccn1,-7,0.0,1,-1,0,16,-3,-7,-11
Cc1cc(=O)oc2cc(OCc3nnc(-c4ccccc4Br)o3)ccc12,-21,2.2,-12,5,5,-12,-27,3,1
COC(=O)c1cc(N2C(=O)C3C4C=CC(CC4)C3C2=O)ccc1Cl (stereo not given),-3,0.1,-4,2,1,14,-6,-13,-21
Cc1ccc(NC(=S)/N=C(\N)Nc2nc(C)c3cc(C)c(C)cc3n2)cc1C,-2,0.0,11,-7,0,16,-3,-8,-22
CC(=O)NC(NC(=S)Nc1ccccc1Br)C(Cl)(Cl)Cl (stereo not given),-5,1.0,8,-4,2,7,2,-2,-25
O=c1c(Cl)c(NCCO)ncn1-c1ccccc1,0,-0.1,-13,-1,1,12,12,-8,-8
O=C1CC(c2ccccc2)CC(O)=C1C=NCc1ccccc1Cl (stereo not given),-7,0.5,-21,-6,1,2,8,-14,-29
N/C(=N\NS(=O)(=O)c1ccccc1)c1ccccn1,-10,4.3,-4,-2,11,-3,-2,10,0
CC1(C)CC(=O)c2cc(OCC(=O)NCCCN3CCN(c4ccc(F)cc4)CC3)ccc2O1,-8,5.6,-28,-6,9,-10,1,13,-17
Cc1c[n+]([O-])n(-c2ccc(C(=O)O)cc2)n1,-1,0.4,-5,-2,0,-1,2,3,-15
COc1ccc(C(C[N+](=O)[O-])C2(c3ccc(OC)c(OC)c3)C(=O)c3ccccc3C2=O)cc1 (stereo not given),-1,0.3,-10,0,-1,17,21,7,7
O=c1[nH]c(Cc2ccccc2Cl)nc2ccccc12,-13,0.1,17,-16,0,-33,-5,13,-17
COc1ccc(Cl)cc1NC(=O)c1cc(S(=O)(=O)N2CCCC2)cn1C,-2,-0.1,11,5,4,12,-22,-16,-4
COC1c2ccccc2C(=O)N1CCc1ccc(Cl)cc1 (stereo not given),-4,0.3,-7,-2,-1,4,3,-9,-4
CCC(C(=O)OC)n1c(-c2ccccc2)nc2ccccc2c1=O (stereo not given),-10,-0.3,16,1,0,2,-7,7,-20
O=C(O)C(c1ccccc1)C1(O)CCCCC1 (stereo not given),-3,1.2,-16,2,2,8,-13,-18,-3

# 2 records picked at random from the list so far, as already listed:
SMILES,OXTR potentiate,M1 ag parental,CHO-K1 Ca antag,M1 ag,CHRM4 agonist,M1 PAM,CHRM4 antagonist,M1 antag,CHO parental Ca
Cc1c[n+]([O-])n(-c2ccc(C(=O)O)cc2)n1,-1,0.4,-5,-2,0,-1,2,3,-15
O=c1[nH]c(Cc2ccccc2Cl)nc2ccccc12,-13,0.1,17,-16,0,-33,-5,13,-17

# (next part)
SMILES,OXTR potentiate,M1 ag parental,CHO-K1 Ca antag,M1 ag,CHRM4 agonist,M1 PAM,CHRM4 antagonist,M1 antag,CHO parental Ca
COc1ccc(N2CCN(CC(=O)Nc3cc(C)on3)CC2)cc1,0,-0.4,-3,-6,-2,6,3,-5,0
CCOc1cc(CNCCO)ccc1OCC(=O)NC(C)(C)C,-4,-0.1,4,-5,0,1,-2,4,-6
O=C1C2C(c3ccccc3)=NN(c3ccccc3)C2C(=O)N1c1ccccc1 (stereo not given),2,0.0,-6,-4,1,9,-11,-12,-22
O=C1CCCN1c1ncc(S(=O)(=O)c2ccc([N+](=O)[O-])cc2)s1,-15,7.8,-12,-5,10,3,-4,0,-4
CCc1ccccc1NC(=O)CCS(=O)(=O)c1ccc(C)cc1,-8,2.5,-8,-3,10,6,-17,-12,-18
COCCn1c(SCC(=O)N2CCCC2=O)nnc1-c1ccncc1,.,0.3,-9,2,1,2,-5,-7,.
COc1cc(NC(=O)CSc2nnc3c(C)cc4cc(C)cc(C)c4n23)c(C(=O)O)cc1OC,0,0.0,12,-4,0,-9,0,10,-15
O=C(Nc1cccc2ncccc12)C(Cl)(Cl)Cl,-2,0.7,-16,-6,1,8,-2,-7,-8
CNC(=S)N/N=C/c1cc(C)ccc1C,-8,-0.6,-8,-2,0,12,5,-7,-11
O=C(CCN1C(=O)[C@@H]2Cc3ccccc3CN2C1=O)NCCc1ccccc1,-8,7.2,-15,-4,8,2,-8,0,-10

# M1 antag: hit marks shown above.
Compound,CHRM4 agonist,M1 PAM,CHRM4 antagonist,M1 antag
COC(=O)C(Cc1ccc(OC(=O)c2ccc(Cl)cc2)cc1)N1Cc2ccccc2C1=O (stereo not given),10,-15,28*,21*

# The list continues.
SMILES,OXTR potentiate,M1 ag parental,CHO-K1 Ca antag,M1 ag,CHRM4 agonist,M1 PAM,CHRM4 antagonist,M1 antag,CHO parental Ca
CC1(C(=O)NS(=O)(=O)C2CC2)CCCN(C(=O)c2cccc(C(F)(F)F)c2)C1 (stereo not given),.,0.3,14,0,1,7,-9,-5,.
COC(=O)[C@@](C)(O)C1(C(=O)SC(C)(C)C)CC1,-3,0.0,-8,0,2,1,-3,4,-10
N#Cc1cccc(CS(=O)(=O)c2ccc(Cl)cc2)c1,-15,0.8,-11,-3,0,1,6,-9,-5
C[C@H](CO)N1C[C@H](C)[C@@H](CN(C)Cc2ccc(C(F)(F)F)cc2)OCc2cnnn2CCCC1=O,.,-0.2,9,-10,1,6,-11,-12,.
Cc1cc(C)cc(NC(=O)c2cccc(NC(=O)c3ccco3)c2)c1,-2,3.8,19,8,20,-7,5,17,-18
COc1ccc(C(C)=O)cc1Cn1c(C)c(C(=O)NCc2cccc(C)c2)sc1=O,.,2.9,-4,-8,11,1,-15,-9,.
COc1ccc(-c2nn(C)c3sc(C(=O)NCc4ccco4)cc23)cc1OC,0,1.4,7,-2,7,-8,-18,11,-13
Cc1ccc(OCC(=O)N2CCN(C3=NS(=O)(=O)c4ccccc43)CC2)cc1,-3,1.1,-13,-5,5,1,2,-13,-10
O=c1c2c([nH]c3ccccc13)CCC2,-7,0.2,-6,-1,0,0,7,-4,-6
O=C(Nc1nnc(S(=O)(=O)N2CCCCC2)s1)c1ccccc1Br,0,0.6,0,0,1,-6,3,-1,-10
CC1CCC(NC(=O)CCN2C(=O)C3C4C=CC(C4)C3C2=O)CC1 (stereo not given),-11,0.8,-20,-3,-1,6,-27,-3,-8
O=C(Nc1ccc(Cl)cn1)c1cc(S(=O)(=O)N2CCCCC2)ccc1Cl,0,-0.3,2,-2,1,0,-6,-14,-12
O=C(Nc1nnc(SCc2ccccc2)s1)c1cc2c(s1)CCCC2,0,0.0,9,-3,0,4,3,-13,-15
Clc1cccc(OCCOCCN2CCNCC2)c1Cl,1,0.9,-5,-7,1,1,5,1,-11
Cc1cccc(/C=C(\C(=O)O)c2ccc(S(=O)(=O)N3CCCC3)s2)c1,8,-0.6,12,2,-1,16,0,-11,-1
CN(C(=O)c1cnccn1)c1nnc(-c2cnccn2)s1,-5,0.2,-14,-3,0,9,4,-8,-13
O=C(c1ccccc1)c1cc(-c2ccccc2)on1,5,-0.4,-1,-2,0,7,-17,-9,-19
Cc1nc(Cc2nnc(SCC(=O)N3CCN(c4ccc(O)cc4)CC3)o2)cs1,1,0.6,-11,0,2,8,-11,-8,-10
COc1ccc(-c2cc(C(=O)N/N=C/c3cccnc3)c3ccccc3n2)c(OC)c1,0,1.1,-2,0,2,7,-6,-11,-18
Cc1cc(OCc2nc(-c3cccs3)no2)cc(C)c1Cl,0,0.0,7,1,-1,-4,-10,5,-7
O=C(CNC(=O)OCc1ccccc1)NCC(=O)N1CCCC1C(=O)OCc1ccccc1 (stereo not given),-1,0.6,1,-4,2,1,-9,-3,-22
COc1ccc(N(CC(=O)NCc2ccco2)S(C)(=O)=O)cc1,-4,0.4,-7,-6,2,8,4,-11,14
O=S(=O)(NCCc1ccncc1)c1ccc(Br)cc1,3,0.1,-11,-6,0,10,-1,-7,-7
CC1CN(C(C)C(=O)NNC(=O)c2ccc(F)cc2)CC(C)O1 (stereo not given),-7,0.6,-11,-1,1,1,-11,-8,-5
O=C(CS(=O)(=O)Cc1ccccc1)N1CCN(C(=O)c2ccco2)CC1,1,0.5,-2,-4,1,8,6,-3,3
O=C(Nc1nc(-c2ccccc2)cs1)c1cccc(S(=O)(=O)N2CCN(Cc3ccccc3)CC2)c1,-17,0.2,-8,-1,0,4,-7,-1,4
Cc1cc(CN2C(=O)c3ccccc3C2=O)on1,-4,0.2,-3,-2,1,9,6,-15,-13
O=C(NCCc1ccc(Cl)cc1)c1cccc(S(=O)(=O)N2CCCC2)c1,.,1.3,8,-4,6,9,-17,-23,.
Cn1cc(C(=O)NS(=O)(=O)Nc2ccc(Br)cn2)c2ccccc21,1,0.0,1,0,0,15,1,-9,-6
CC(C)(C)n1nnnc1C(c1ccccc1)N1CCN(c2ccc(C(F)(F)F)cn2)CC1 (stereo not given),.,4.4,-10,.,-1,.,11,.,.
COc1ccc2c(c1)[C@H]1[C@H](CO2)[C@H](c2ccccc2)[C@]2(C)C(=O)N(CC3CCCO3)CC(=O)N12 (stereo not given in full),0,1.6,-17,2,2,11,-13,-20,-28
CCN(CC)c1c([N+](=O)[O-])c(=O)n(CC)c2ccccc12,-2,4.9,1,-7,-1,-1,-8,7,-8

# Screening data (PubChem)
